M1 agonist: activates the M1 muscarinic receptor | CHO-M1 cells, Fluo-4 calcium fluorescence, agonist mode; hits give high values | B-score at 10 µM | actives 3% (n = 64,000) | AID 626;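 active means fluorescence rise, raw or as B-score row- and column-corrected plate score, outside the 99.7% band of its plate's samples, either direction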
HEK293 NFkB inh: inhibitors of the PMA/ionomycin-induced NF-kB reporter in HEK293 cells; HEK-293 NF-kB luciferase reporter, luminescence; inhibition, % at 3 µM; actives 0.21% (n = 62,000); AID 465;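 active means inhibition above the mean of all tested compounds plus 3 SD, cut at about 40% in these data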;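 further: 0% = stimulated DMSO wells and 100% = 10 µM reference inhibitor 5653914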
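Timing: 1 h pretreatment, 16 h stimulation, 37 °C; system: HEK-293 cells with stable firefly luciferase reporter driven by four HIV NF-kB elements; doses: 3 µM once, 0.30% DMSO; measured by: luciferase luminescence; control set: DMSO and 10 µM reference inhibitor; repeats: single test; reagent: PMA plus ionomycin mix as NF-kB-activating stimulus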
S1P3 ag: agonists of human S1P3 receptor. S1P3 NFAT-BLA reporter cells, agonism, FRET ratio; relative to 1 µM S1P, basal subtracted. activation, % at 4.5 µM. AID 373. Q99500. actives 0.1% (n = 60,000);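 active means activation above the screen-wide mean plus 3 SD, cut at about 4.5% in these data, passing the limit was not always enough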; further: some compounds called inactive have numbers as strong as hits
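Measure – % activation relative to 1 µM S1P (100%), per plate · System – stable CHO line with human S1P3, Gα16, NFAT-BLA reporter · Timing – cells plated overnight, compound 4 h 37 °C, substrate 2 h RT · Technique – fluorescent BLA substrate, ex 405 nm, em 460/535 nm ratio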
Jurkat tox 60K: cytotoxicity toward Jurkat cells | inhibition, % at 4 µM | actives 1.2% (n = 56,000) | AID 463 | Jurkat E6.1 viability, ATP luminescence, 48 h;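 active means inhibition above the mean inhibition of all tested compounds plus 3 SD, cut at about 28% in these data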
TNAP act DEA: human TNAP activation, intermediate phosphate acceptor. activation factor at 20 µM. purified TNAP, CDP-star luminescence, 100 mM DEA, 30 min; hits give high values; scale: 0 levamisole-inhibited, 1 vehicle-only enzyme. 64,000 tested, under 10 active. P05186. AID 813;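 active means activation factor of at least 2 at 20 µM, relative to controls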
Target sequence (P05186 whole entry, looked up): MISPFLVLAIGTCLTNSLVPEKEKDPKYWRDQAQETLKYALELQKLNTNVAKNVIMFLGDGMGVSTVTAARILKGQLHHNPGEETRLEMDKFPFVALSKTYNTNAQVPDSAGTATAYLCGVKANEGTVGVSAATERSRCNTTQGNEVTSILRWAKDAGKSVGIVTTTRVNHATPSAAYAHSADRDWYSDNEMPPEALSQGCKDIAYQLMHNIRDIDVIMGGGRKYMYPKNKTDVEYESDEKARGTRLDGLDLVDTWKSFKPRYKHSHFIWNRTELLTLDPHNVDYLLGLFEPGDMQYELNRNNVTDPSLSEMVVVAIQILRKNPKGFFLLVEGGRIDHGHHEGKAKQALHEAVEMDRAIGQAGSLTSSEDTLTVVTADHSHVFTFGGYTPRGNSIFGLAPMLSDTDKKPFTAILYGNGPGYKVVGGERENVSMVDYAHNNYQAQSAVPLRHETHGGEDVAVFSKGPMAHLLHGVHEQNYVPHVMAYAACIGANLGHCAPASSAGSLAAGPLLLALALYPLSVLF
D1 allo mod: allosteric modulators of human D1 dopamine receptor; P21728; HEK293 D1, CRE-luciferase, dopamine EC30 potentiation; actives deviate in either direction; B-score at 10 µM; actives 5.9% (n = 58,000);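 active means luminescence count or its row- and column-corrected plate score outside the 99.7% band of the plate's sample wells, on either side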
S1P1 ag pot: agonists and agonism potentiators of human S1P1 receptor | S1P1 CRE-bla cells, forskolin, beta-lactamase FRET, potentiator mode; S1P1 agonist co-added at EC20, 2 nM; 100% = saturating reference agonist, 0% = basal | activation, % at 9.5 µM | actives 0.57% (n = 56,000);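 active means activation above a cutoff set at the mean activation of all tested compounds plus 3 SD, cut at about 54% in these data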;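 further: forskolin at 4 µM as EC80 and the EC20 agonist is SEW2871; 100% = SEW2871 at its EC100 plus forskolin at EC80; some compounds past the cut are filed as inactive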
Target sequence (P21453 whole entry, looked up): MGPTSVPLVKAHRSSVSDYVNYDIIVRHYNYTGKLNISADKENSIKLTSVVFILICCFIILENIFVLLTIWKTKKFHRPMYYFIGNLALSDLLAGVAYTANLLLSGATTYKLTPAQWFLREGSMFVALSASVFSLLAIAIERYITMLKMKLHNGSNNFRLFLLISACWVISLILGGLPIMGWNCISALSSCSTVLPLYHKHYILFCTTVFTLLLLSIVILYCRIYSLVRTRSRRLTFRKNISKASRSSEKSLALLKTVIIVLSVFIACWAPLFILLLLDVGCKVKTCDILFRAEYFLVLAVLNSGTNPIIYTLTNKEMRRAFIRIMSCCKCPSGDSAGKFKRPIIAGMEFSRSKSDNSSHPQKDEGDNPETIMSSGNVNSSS
M1 antag: M1 muscarinic receptor (rat) antagonism | B-score at 10 µM | CHO-M1 cells, Fluo-4 calcium, ACh EC80 antagonist mode; hits give low values | actives 3.4% (n = 64,000) | AID 628;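 active means calcium fluorescence response, raw or row-and-column corrected B-score, differing from the plate sample mean either way at a set confidence level, mostly lower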
Ec RNAP inh: blocks E. coli RNA polymerase transcription; fluorescence transcription assay; inhibition, %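 (tested at 10 µM)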; actives 0.2% (n = 62,000); AID 559; in the data active means inhibition above about 20%;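 further: 0% = enzyme without compound and 100% = no enzyme blank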
Starred values were filed as active, the others as inactive; / = not tested or not shown.

#	compound	M1 agonist	Ec RNAP inh	M1 antag	HEK293 NFkB inh	S1P1 ag pot	TNAP act DEA	Jurkat tox 60K	S1P3 ag	D1 allo mod
1	CC(C)CCNC(=O)CN(C(=O)CCC(=O)Nc1ccccn1)c1ccc2c(c1)OCO2	/	5	/	10	-12	1	0	0.0	/
2	CC1=CC(C)(C)N(C(=O)c2ccccc2)c2ccccc21	-0.014	4	0.35	16	-1	0.9	2	-0.5	0.61
3	CCOC(=O)N1CCC(NC(=O)C2CCN(c3ccc(N4CCOCC4)nn3)CC2)CC1	-0.11	1	0.12	14	12	1	2	-0.2	0.08
4	COc1ccc2c(=O)c(-c3nc(C)cs3)coc2c1	1.1	8	0.91	/	4	0.9	/	0.6	-5.9*
5	CNC(=O)CN(Cc1ccccc1)S(=O)(=O)c1ccccc1	0.09	6	0.62	2	/	1	3	-0.7	0.6
6	O=C(Cn1nnc(-c2ccccc2)n1)NCc1ccccc1	1.3	7	-1.5	2	-12	0.9	2	-0.5	0.17
7	CC12CCC(C(=O)NCC3CCCO3)(OC1=O)C2(C)C (configuration not stated)	0.038	3	1.5	22	-13	0.9	2	-0.2	0.8
8	C=CCn1c(SCn2nnc3ccccc3c2=O)nc2scc(-c3cccs3)c2c1=O	-0.26	4	0.34	15	-9	0.9	6	-0.8	3.9
9	CN(C)S(=O)(=O)c1ccc(C(=O)N2CCN=C2SCc2cccnc2)cc1	0.096	-2	-0.022	13	14	1	5	1.0	0.26
10	CCOC(=O)C1(CCSC)NC(c2ccco2)C2C(=O)N(C)C(=O)C21 (configuration not stated)	0.48	7	0.24	11	1	0.9	-1	-1.2	-0.19
11	Cc1ccc(CNc2nc3ccccc3s2)s1	-0.43	4	0.33	-4	0	0.9	1	-0.8	-2.4*
12	Cc1ccc(OCCCC(=O)N2CCOCC2)c(C)c1	0	7	0.22	0	-3	0.9	-1	-0.8	-1
13	COC(=O)c1ccc(C2c3c(oc4ccccc4c3=O)C(=O)N2CCCN2CCOCC2)cc1 (configuration not stated)	0.076	7	-0.28	12	-13	0.9	-5	-0.1	-0.061
14	O=C(Cn1nnc2ccccc2c1=O)Nc1ccc2c(c1)CCC2	0.17	4	1.3	-10	6	0.9	5	-1.3	0.066
15	N#CC1=C(N)SC(N)=C(C#N)C1CCC1CCCCC1	6.3*	2	0.063	-5	34	0.8	16	-1.8	-1.4

#	compound	M1 agonist	Ec RNAP inh	M1 antag	HEK293 NFkB inh	S1P1 ag pot	TNAP act DEA	Jurkat tox 60K	S1P3 ag	D1 allo mod
16	C=CCOc1ccc(/C(CC)=N/O)c(OC)c1	-0.027	2	0.33	3	-26	0.9	-8	-0.1	3.4*
17	CCCC(=O)Nc1ccc(N2CCN(C(=O)c3cccs3)CC2)cc1	2.2	/	0.35	1	22	0.9	3	-1.0	0.19
18	CCN(CC)S(=O)(=O)c1cccc(-c2nnc(SC(C)C(=O)NCCC3=CCCCC3)o2)c1 (configuration not stated)	1.6	-5	-0.35	17	13	1	5	-0.6	-0.7
19	O=C(Cn1cnc2c(oc3ccccc32)c1=O)NCC1CCCO1 (configuration not stated)	-1.6	9	-0.31	3	/	0.9	/	/	0.061
20	COc1ccc(-n2nnnc2S(=O)(=O)Cc2ccc(C(=O)O)cc2)cc1	-1.5	4	-0.0092	21	-8	1	7	-1.4	-2.1
21	CC1Cc2ccccc2N1S(=O)(=O)c1cnc[nH]1 (configuration not stated)	-0.95	0	-0.31	26	2	0.7	5	-0.8	1.5
22	O=S(=O)(Cc1ccccc1Cl)N1CCCCC1	0.14	6	0.29	16	-6	0.9	4	-0.8	/
23	CCOC(=O)N1CCC(c2cc(=O)n3[nH]c(C)c(-c4ccc(F)cc4)c3n2)CC1	-0.12	-6	-0.76	12	10	0.9	3	-0.7	0.085
24	CC(=O)Nc1cccc(NS(=O)(=O)c2cccc3nsnc23)c1	-0.039	/	-0.21	15	-46	/	-7	-0.7	0.17
25	CCC(=O)Nc1nc(CC(=O)Nc2ccccc2)cs1	0.28	2	0.99	11	8	0.9	-4	-0.5	-0.24
26	CCOC(=O)c1ccc2ncc(C(=O)OCC)c(NCc3ccco3)c2c1	0.018	4	-0.76	-14	-9	0.9	-3	-1.2	1.1
27	CCOC(=O)c1ccc(NC(=O)CC2COc3ccccc3O2)cc1 (configuration not stated)	0	5	0.029	9	7	0.9	1	-0.4	-0.91
28	COc1ccc2cc(CN(Cc3ccco3)C(c3nnnn3C3CCCCC3)C(C)C)c(=O)[nH]c2c1 (configuration not stated)	-0.035	-11	0.18	13	-2	0.9	-9	-1.0	0
29	COc1ccccc1Cn1c(=O)c2ccccc2n2c(Sc3ncnc4sccc34)nnc12	0.36	/	-0.025	12	36	0.9	-4	-0.4	0.16
30	CSc1nc(C)c2cc(C)oc2n1	-0.44	2	0.37	-1	-1	0.9	-4	-0.5	0.3

13 structures already listed, sorted by heavy-atom count, largest number first:
#	compound	M1 agonist	Ec RNAP inh	M1 antag	HEK293 NFkB inh	S1P1 ag pot	TNAP act DEA	Jurkat tox 60K	S1P3 ag	D1 allo mod
28	COc1ccc2cc(CN(Cc3ccco3)C(c3nnnn3C3CCCCC3)C(C)C)c(=O)[nH]c2c1 (configuration not stated)	-0.035	-11	0.18	13	-2	0.9	-9	-1.0	0
13	COC(=O)c1ccc(C2c3c(oc4ccccc4c3=O)C(=O)N2CCCN2CCOCC2)cc1 (configuration not stated)	0.076	7	-0.28	12	-13	0.9	-5	-0.1	-0.061
29	COc1ccccc1Cn1c(=O)c2ccccc2n2c(Sc3ncnc4sccc34)nnc12	0.36	/	-0.025	12	36	0.9	-4	-0.4	0.16
23	CCOC(=O)N1CCC(c2cc(=O)n3[nH]c(C)c(-c4ccc(F)cc4)c3n2)CC1	-0.12	-6	-0.76	12	10	0.9	3	-0.7	0.085
26	CCOC(=O)c1ccc2ncc(C(=O)OCC)c(NCc3ccco3)c2c1	0.018	4	-0.76	-14	-9	0.9	-3	-1.2	1.1
20	COc1ccc(-n2nnnc2S(=O)(=O)Cc2ccc(C(=O)O)cc2)cc1	-1.5	4	-0.0092	21	-8	1	7	-1.4	-2.1
17	CCCC(=O)Nc1ccc(N2CCN(C(=O)c3cccs3)CC2)cc1	2.2	/	0.35	1	22	0.9	3	-1.0	0.19
19	O=C(Cn1cnc2c(oc3ccccc32)c1=O)NCC1CCCO1 (configuration not stated)	-1.6	9	-0.31	3	/	0.9	/	/	0.061
24	CC(=O)Nc1cccc(NS(=O)(=O)c2cccc3nsnc23)c1	-0.039	/	-0.21	15	-46	/	-7	-0.7	0.17
15	N#CC1=C(N)SC(N)=C(C#N)C1CCC1CCCCC1	6.3*	2	0.063	-5	34	0.8	16	-1.8	-1.4
21	CC1Cc2ccccc2N1S(=O)(=O)c1cnc[nH]1 (configuration not stated)	-0.95	0	-0.31	26	2	0.7	5	-0.8	1.5
22	O=S(=O)(Cc1ccccc1Cl)N1CCCCC1	0.14	6	0.29	16	-6	0.9	4	-0.8	/
30	CSc1nc(C)c2cc(C)oc2n1	-0.44	2	0.37	-1	-1	0.9	-4	-0.5	0.3

The results go on:
#	compound	M1 agonist	Ec RNAP inh	M1 antag	HEK293 NFkB inh	S1P1 ag pot	TNAP act DEA	Jurkat tox 60K	S1P3 ag	D1 allo mod
31	CCc1sc(C(=O)Nc2ccsc2C(=O)OC)cc1Br	0.24	4	-1.2	-6	13	0.9	-1	-0.5	0.7
32	O=C(O)c1cccc(N2CCCCS2(=O)=O)c1	-0.76	-4	0.72	26	11	0.9	9	-0.6	/
33	O=C(COC(=O)c1cccnc1)c1ccc(Cl)cc1	0.79	5	-0.55	12	5	1	3	-0.9	0.52
34	Cn1c2c(c(=O)n(C)c1=O)CN(Cc1ccc(F)cc1)CN2	0.65	1	-1.1	-6	-16	0.9	-11	1.1	0.042
35	Cc1nc(SC2C=CS(=O)(=O)C2)n[nH]1 (configuration not stated)	-0.52	7	0.46	/	0	0.8	/	-1.3	-0.26
36	O=C(OCCN1CCOCC1)c1cccnc1	-1.6	3	-0.033	2	/	1	/	/	-0.17
37	COc1cccc(CNC(=O)C2CCCN(c3nc4ccccc4o3)C2)c1 (configuration not stated)	-0.093	4	-1.9*	-2	19	0.9	-6	0.0	-0.6
38	O=C(Nc1ccc(F)c(F)c1)c1ccc(F)c(S(=O)(=O)N2CCOCC2)c1	2.2	4	-0.6	15	/	1	/	/	-0.5
39	CC(=NC1CCN(Cc2ccccc2)CC1)c1c(O)[nH]c(=O)[nH]c1=O	-0.25	-11	-1.2	13	7	0.9	10	-1.5	-0.099
40	O=C(NCCOC(=O)C1COc2ccccc2O1)c1cccnc1 (configuration not stated)	-0.6	2	0.83	-2	-24	0.9	-7	0.8	-0.31
41	Cc1ccc(S(=O)(=O)N2CC(=NO)C2)cc1	0.00028	0	0.2	8	2	0.9	6	-0.5	0.056
42	COc1ccc(Cc2nnc(NC(=O)c3cccs3)s2)cc1	-0.0067	5	0.4	6	-38	0.9	1	-0.4	0.094
43	CCC12CC3CC(C1)CC(C(=O)O)(C3)C2	-0.0045	12	0.029	12	-13	0.9	-6	0.0	-1
44	COc1ccc(CNC(=O)Cc2ccc(OC)c(S(=O)(=O)N3CCOCC3)c2)cc1	-0.15	10	0.068	9	2	0.9	3	-0.4	-0.45
45	O=C(CCCSc1nc2ccccc2[nH]1)N1CCN(c2ccccc2)CC1	-0.57	1	0.019	16	-17	0.9	14	-0.8	-0.36

#	compound	M1 agonist	Ec RNAP inh	M1 antag	HEK293 NFkB inh	S1P1 ag pot	TNAP act DEA	Jurkat tox 60K	S1P3 ag	D1 allo mod
46	CCCCn1c(=O)n(C)c(=O)c2c3c(sc21)COC(C)(C)C3	0.37	7	-0.18	/	-20	0.9	/	-2.4	/
47	Cc1ccc(C)n1-c1ccc(C(=O)N2CCOCC2)cc1	-0.021	3	-0.44	15	/	0.9	1	0.5	0.25
48	CN(CC(=O)Nc1ccncc1)S(=O)(=O)c1ccc(Cl)cc1	-0.69	-3	-0.23	5	/	1	11	-0.3	-0.99
49	COC(=O)c1ccc(-c2ccco2)n1Cc1nc(-c2ccc(OC)c(OC)c2)oc1C	1.8*	7	0.19	9	-9	0.9	-2	0.2	0.9
50	COCCn1c(C2CCCCC2)nc2sc3ccccc3c(=O)c2c1=O	0.00086	/	-0.018	11	-11	0.8	-8	-0.3	3.4*
51	Cn1c(=O)c2cc(S(=O)(=O)N3CCC(c4ccccc4)CC3)ccc2n(C)c1=O	0.85	-5	0.34	23	/	0.9	9	-0.9	-0.016
52	Cc1ccc(-c2noc(CN3CCN(c4ccccc4F)CC3)n2)cc1	0.0018	0	0.22	2	3	0.9	2	-1.1	-0.017
53	Cc1ccc(N(CC(=O)O)C2SC(=O)NC2=O)cc1 (configuration not stated)	-0.067	/	-0.91	/	-1	0.9	/	-4.4	/
54	COc1ccccc1C1/C(=C(/O)c2ccc(C)cc2)C(=O)C(=O)N1Cc1ccco1 (configuration not stated)	0.77	10	-1.4	/	-3	1.1	/	-2.9	0
55	CCOC(=O)c1[nH]nc(N)c1NC(=O)c1ccc(Cl)cc1Cl	-0.1	-10	-0.24	1	-28	0.9	9	-0.2	0.41
